B2AR arrestin: beta2AR (human) beta-arrestin recruitment activity | beta-arrestin recruitment to beta2AR, cell-based reporter | Potency, µM (titrated, usually from 46.1 µM), for the others: at the highest dose activation, usual class: activators | 330,000 compounds, 0.02% hits;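 further: potency means the concentration at half of the fitted maximal effect; 0% = DMSO controls and full agonism = EC100 isoproterenol or metaproterenol; nearly all actives have a fitted effect of over 65% in size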
PKM2 activator: increases activity of human pyruvate kinase M2; purified PKM2, Kinase-Glo ATP luminescence, activation; response scale: 0% is enzyme alone, no compound; P14618; 260,000 compounds, 0.34% hits; Potency, µM (series often up to 57.5 µM), inactives show at the highest dose activation, most hits filed as activators; further: potency means the concentration at half of the fitted maximal effect; on the % scale 0 is the no-effect control and ±100 the full control effect; nearly all actives have a fitted effect of over 55% in size
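Purified hPK-M2 (>95% pure) converted ADP (0.1 mM final) to ATP with 0.5 mM PEP in 50 mM imidazole pH7.2, KCl, MgCl2, Tween 20, BSA; 1 h at room temperature. ATP detected by Kinase-Glo luminescence.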
Menin MLL FP TR: menin-MLL binding inhibition, Texas Red mutant peptide. Potency, µM (doses to about 61.6 µM), inactives show top-dose FP activity change, negative = inhibition, actives largely listed as inhibitors. Menin + Texas Red MLL mutant peptide, fluorescence polarization. O00255. 270,000 compounds, 0.23% hits; active means well fitted inhibition curve with a large enough effect in the polarisation, with a control signal flat, not every such curve was filed as active; inconclusive means small, poorly fitted or top-dose-only effect, or effect the other way, or a change in a side signal; inactive means no such curve, though single readings can be large or run the other way; the % refers to the polarisation; further: potency means the concentration at half of the fitted maximal effect; % of control where 0% means no effect; many of its hits are not listed in these tables
FBPA coupling cs: inhibits coupling enzyme system, counter-screen for aldolase hits | activity change, negative = inhibition, % at 58.2 µM, hits read low | coupling enzyme system counterscreen, AmpLite Red fluorescence | 290,000 compounds, 0.67% hits; in the data active means activity change below about -30%; further: on the % scale 0 is the no-effect control and ±100 the full control effect
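Final compound at 57.5 uM, incubated 10 min at RT with coupling enzyme reagent (glyceraldehyde-3-phosphate), then 20 min with substrate and AmpLite Red detection. Fluorescence read at 525/598 nm; tests interference with the coupling assay, not aldolase inhibition.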
S-ASM inh: human S-ASM enzyme inhibition; P17405; placental ASM, HMU-PC fluorogenic substrate, 60 min; Potency, µM (doses to about 57.5 µM), for the others: at the highest dose activity change, negative = inhibition, most hits filed as inhibitors; 340,000 compounds, 0.006% hits; AID 504937; further: potency means the concentration at half of the fitted maximal effect
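Human placenta-derived ASM enzyme was preincubated with compound for 10 minutes at room temperature, then given fluorogenic substrate HMU-PC0 (9 uM final) for 60 minutes at 37 °C; a pH 10 stop preceded fluorescence reading at Ex 386/Em 447 nm.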
Giardia kill: Giardia lamblia killing; Giardia lamblia trophozoite viability; activity change, % at 7.66 µM, hits read low; 340,000 compounds, 0.15% hits; AID 540267; in the data active means activity change below about -80%; inconclusive means between about -30% and that limit;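 further: parasites exposed to compound for two days anaerobically before the ATP read; on the % scale 0 is the no-effect control and ±100 the full control effect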
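Each well holds 100 Giardia trophozoites and compound. After two days (48 hrs) at 37 deg C in anaerobic conditions, ATP is quantified by luminescence.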
Integrin act MD: integrin-mediated muscular dystrophy alleviation activation; AID 624291; 350,000 compounds, 0.064% hits; Potency, µM (series often up to 38.3 µM), inactives show at the top dose activation, usual class: activators; alpha7betagal myoblasts, beta-gal FDG fluorescence, 48 h;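 further: potency means the concentration at half of the fitted maximal effect; 100% = response of the positive control SU9516; nearly all actives have a fitted effect of over 60% in size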
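alpha7betagal+/- myoblasts (passage 13, 250/well) treated 48 h at 37C with compounds at 1:260 dilution of DMSO stock. Lysed, then beta-galactosidase activity read as FDG fluorescence (ex 480/em 540) after 30 min, with pre-read for autofluorescence.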
Chronic BCR inh: blocks chronic active B-cell receptor signaling; ABC-DLBCL IkBa-CBG/CBR reporter, luminescence ratio, 4 h; Potency, µM (doses to about 46.1 µM), without a hit: at the top dose ratio change, negative = lower green/red ratio, actives largely listed as inhibitors; 340,000 compounds, 0.05% hits; AID 493014; active means well fitted inhibition curve with a large enough effect in the signal ratio, with a control signal flat, not every such curve was filed as active; inconclusive means small, poorly fitted or top-dose-only effect, or effect the other way, or a change in a side signal; the % refers to the signal ratio;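 further: potency means the concentration at half of the fitted maximal effect; plate controls were basal doxycycline-induced cells for no effect and cells given 10 µM MG132 for full effect; MG132 reads +100%, hits lower the ratio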
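Concentration-response series (up to 46 uM) were applied to TMD8 dual-reporter cells for 4 h at 37C with doxycycline. Green/red ratio, after filter-overlap correction, defined %Activity; red signal alone was normalised to basal cells and zero luminescence.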
Tb PFK block: inhibitors of T. brucei phosphofructokinase. T. brucei PFK, ADP-Glo luminescence. O15648. Potency, µM (top dose mostly 57.5 µM), without a hit: at the top dose activity, negative = inhibition, actives largely listed as inhibitors. 330,000 compounds, 0.17% hits;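 further: potency means the concentration at half of the fitted maximal effect; 0% = uninhibited 1x PFK enzyme wells and -100% = no-enzyme wells; nearly all actives have a fitted effect of over 60% in size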
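Luminescent ADP detection (ADP-Glo, two-step: ATP depletion then ADP-to-ATP conversion for luciferase) reported PFK activity after 45 min room-temperature reaction of 1.25 nM enzyme with 0.5 mM F6P and 0.1 mM ATP at pH 8.0.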
GALK inh: galactokinase (human) inhibition; AID 1868; Potency, µM (series often up to 57.5 µM), inactives show at the highest dose activity change, negative = inhibition, hits mostly inhibitors; P51570; 270,000 compounds, 0.007% hits; Purified GALK, Kinase-Glo residual ATP luminescence; further: potency means the concentration at half of the fitted maximal effect; on the % scale 0 is the no-effect control and ±100 the full control effect
Target sequence (P51570 whole entry, looked up): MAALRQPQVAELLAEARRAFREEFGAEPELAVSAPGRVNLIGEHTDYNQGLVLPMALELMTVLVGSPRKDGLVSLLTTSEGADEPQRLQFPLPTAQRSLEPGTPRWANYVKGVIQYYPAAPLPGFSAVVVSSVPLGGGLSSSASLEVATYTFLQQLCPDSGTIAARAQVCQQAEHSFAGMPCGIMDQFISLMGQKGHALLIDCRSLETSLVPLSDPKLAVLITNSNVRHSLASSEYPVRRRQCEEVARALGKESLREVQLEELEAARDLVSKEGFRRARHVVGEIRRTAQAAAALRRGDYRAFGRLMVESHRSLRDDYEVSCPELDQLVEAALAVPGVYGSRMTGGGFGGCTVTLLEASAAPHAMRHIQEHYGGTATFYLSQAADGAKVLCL
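5 nM enzyme, 35 uM ATP, 100 uM galactose, 20 mM HEPES pH8.0, 5 mM MgCl2; 1 h RT; residual ATP by Kinase-Glo Plus luminescence, qHTS format.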
TSG101-PTAP inh: blocks PTAP/TSG101 interaction to inhibit HIV-1 budding; 340,000 tested, under 10 active; AID 493005; Q99816; Fluorescence polarization, FITC-PTAP peptide / Tsg101 binding; Potency, µM (series often up to 115 µM), inactives show at the highest dose activity change, negative = inhibition, most hits filed as inhibitors; active means well fitted inhibition curve with a large enough effect in the main read-out, with a control signal flat, not every such curve was filed as active; inconclusive means small, poorly fitted or top-dose-only effect, or effect the other way, or a change in a side signal; inactive means no such curve, though single readings can be large or run the other way; further: potency means the concentration at half of the fitted maximal effect; % of control where 0% means no effect
Target sequence (Q99816 whole entry, looked up): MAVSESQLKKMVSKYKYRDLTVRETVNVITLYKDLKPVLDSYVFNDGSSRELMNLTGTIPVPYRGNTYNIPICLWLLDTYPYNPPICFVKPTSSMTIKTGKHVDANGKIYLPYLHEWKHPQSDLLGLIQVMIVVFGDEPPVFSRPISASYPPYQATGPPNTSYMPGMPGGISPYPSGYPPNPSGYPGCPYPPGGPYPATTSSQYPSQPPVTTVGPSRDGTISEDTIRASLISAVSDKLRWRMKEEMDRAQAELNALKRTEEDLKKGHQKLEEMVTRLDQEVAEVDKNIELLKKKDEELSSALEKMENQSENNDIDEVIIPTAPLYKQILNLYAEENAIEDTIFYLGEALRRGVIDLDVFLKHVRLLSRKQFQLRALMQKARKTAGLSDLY
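Fluorescence anisotropy tracks displacement of a FITC-tagged PTAP peptide (50 nM) from the Tsg101 binding domain (10 uM), following a 20 min room-temperature incubation at pH 7.5.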
The depositor's hits bear a star; [ ] = remark or other dose. Unless noted, the call rests on the fitted dose curve; in most records, active means well fitted curve in the direction sought with a large enough effect; inconclusive means small, poorly fitted or top-dose-only effect, or another doubt; inactive means no such curve, though single readings can be large; an effect the other way counts as inactive or inconclusive.

`CNCc1cc2ccc(C)cc2[nH]c1=O` gave B2AR arrestin 0.6%, PKM2 activator 2%, Menin MLL FP TR -6%, FBPA coupling cs 0, S-ASM inh 2%, Giardia kill -10, Integrin act MD -16%, Chronic BCR inh 2%, Tb PFK block 3%, GALK inh 3% and TSG101-PTAP inh -1%.
Screening CCOc1ccc(CCNC(=O)COC(=O)c2ccc3c(c2)OCCO3)cc1OCC returned B2AR arrestin 0.3%, S-ASM inh -2%, Giardia kill 2, Integrin act MD -11%, Chronic BCR inh 0%, Tb PFK block 2% and TSG101-PTAP inh 3%.
COc1cccc2cc(C(C)=O)oc12 was read as B2AR arrestin -1.1%, PKM2 activator -7%, Menin MLL FP TR -2%, FBPA coupling cs 0, S-ASM inh -2%, Giardia kill -10, Integrin act MD 10%, Chronic BCR inh 0%, Tb PFK block -2%, GALK inh 10% and TSG101-PTAP inh -11%.
Screening COc1cc(-c2nnc3sc(C4CCCCC4)nn23)cc(OC)c1OC returned B2AR arrestin 0.2%, PKM2 activator -5%, Menin MLL FP TR -26%, FBPA coupling cs -2, S-ASM inh -9%, Giardia kill 4, Integrin act MD 15%, Chronic BCR inh 0%, Tb PFK block 1%, GALK inh 1% and TSG101-PTAP inh -6%.
O=C(NCCCN1CCCC1=O)c1sc2ccccc2c1Cl was read as B2AR arrestin -1.0%, PKM2 activator 8%, S-ASM inh -3%, Giardia kill 1, Integrin act MD -24%, Chronic BCR inh 0%, Tb PFK block 3%, GALK inh -3% and TSG101-PTAP inh -1%.
For Cc1onc(-c2ccccc2)c1C(=O)N1CCN(S(=O)(=O)c2ccccc2Br)CC1 the results were B2AR arrestin 0.0%, PKM2 activator 9%, Menin MLL FP TR 0%, FBPA coupling cs 6, S-ASM inh -2%, Giardia kill 10, Integrin act MD 6%, Chronic BCR inh 3%, Tb PFK block 1%, GALK inh 13% and TSG101-PTAP inh 1%.
For CC(c1ccon1)N(C)Cc1cn[nH]c1-c1ccc(-c2ccccc2)cc1 (stereo not given) the results were B2AR arrestin -0.6%, PKM2 activator -3%, Menin MLL FP TR 1%, FBPA coupling cs -1, S-ASM inh -3%, Giardia kill -14, Integrin act MD 5%, Chronic BCR inh 8%, Tb PFK block -2%, GALK inh 1% and TSG101-PTAP inh -3%.
For CC(C)c1csc(CN2CCC(CCC(=O)NCC3CCCO3)CC2)n1 (stereo not given) the results were B2AR arrestin 0.2%, PKM2 activator -2%, S-ASM inh 3%, Giardia kill -4, Integrin act MD 7%, Chronic BCR inh 8%, Tb PFK block 1%, GALK inh 3% and TSG101-PTAP inh -2%.
`O=C(O)c1ccc(S(=O)(=O)NC2CCCCC2)cc1` gave B2AR arrestin -0.9%, PKM2 activator -6%, Menin MLL FP TR 9%, FBPA coupling cs -1, S-ASM inh 8%, Giardia kill -3, Integrin act MD 8%, Chronic BCR inh inconclusive, Tb PFK block -2%, GALK inh 0% and TSG101-PTAP inh -6%.
Screening CCOC(=O)/C=C/C(=O)OCC(=O)Nc1ccc(Cl)cc1Cl returned B2AR arrestin -1.4%, PKM2 activator 1%, Menin MLL FP TR -17%, FBPA coupling cs 0, S-ASM inh 2%, Giardia kill 30[activator], Integrin act MD inconclusive, Chronic BCR inh 1%, Tb PFK block 2%, GALK inh 1% and TSG101-PTAP inh -3%.
COc1ccc(S(=O)(=O)NCc2cccnc2)cc1C was read as B2AR arrestin 0.5%, PKM2 activator inconclusive, Menin MLL FP TR -4%, FBPA coupling cs 0, S-ASM inh 1%, Giardia kill -22, Integrin act MD 9%, Chronic BCR inh 0%, Tb PFK block -5%, GALK inh 3% and TSG101-PTAP inh -1%.
For Cc1nc(S/C(=C/c2ccc(-c3cccc(Cl)c3)o2)C(=O)O)n[nH]1 the results were B2AR arrestin 0.3%, PKM2 activator 7%, Menin MLL FP TR inconclusive, FBPA coupling cs 0, S-ASM inh -14%, Giardia kill -9, Integrin act MD 5%, Chronic BCR inh -2%, Tb PFK block 0%, GALK inh 2% and TSG101-PTAP inh 2%.
For Cc1nc2ccc(NC(=S)NC3CCCCC3)cc2nc1C the results were B2AR arrestin 0.0%, PKM2 activator 14%, Menin MLL FP TR -15%, FBPA coupling cs -35*, S-ASM inh 36%, Giardia kill -7, Integrin act MD -13%, Tb PFK block 0%, GALK inh -2% and TSG101-PTAP inh -3%.
For CCOc1ccc(-c2nnc(-c3snc(-c4ccc(F)cc4)c3N=CN(C)C)o2)cc1 the results were B2AR arrestin 0.4%, PKM2 activator -2%, Menin MLL FP TR 1%, FBPA coupling cs 4, S-ASM inh 208%[activator], Giardia kill -20, Integrin act MD -11%, Chronic BCR inh 12%, Tb PFK block -5%, GALK inh 0% and TSG101-PTAP inh -4%.
For c1ccc(-c2ccn3nnnc3n2)cc1 the results were B2AR arrestin -0.6%, PKM2 activator 7%, Menin MLL FP TR -23%, FBPA coupling cs 0, S-ASM inh -2%, Giardia kill 11, Integrin act MD -18%, Chronic BCR inh -14%, Tb PFK block -4%, GALK inh -3% and TSG101-PTAP inh 1%.
`N#CC12CCCCC1CC1CCCCC1(C#N)N2Cc1cccnc1` (stereo not given) gave B2AR arrestin 0.0%, PKM2 activator 11%, Menin MLL FP TR -4%, FBPA coupling cs 1, S-ASM inh 0%, Giardia kill -3, Integrin act MD -3%, Chronic BCR inh 6%, Tb PFK block -7%, GALK inh 4% and TSG101-PTAP inh -5%.
For CN(CC(=O)Nc1cccc(F)c1)C(=O)CSc1ccc(Br)cc1 the results were B2AR arrestin 0.0%, S-ASM inh -2%, Giardia kill 16, Integrin act MD -7%, Chronic BCR inh 0%, Tb PFK block 0% and TSG101-PTAP inh -7%.
For C[C@@H](NC(=O)OC(C)(C)C)C(=O)NCC1CCC(C(=O)N[C@@H](Cc2ccccc2)C(=O)O)CC1 (stereo not given in full) the results were B2AR arrestin 0.1%, Menin MLL FP TR -11%, FBPA coupling cs 1, S-ASM inh 4%, Giardia kill 3, Integrin act MD -16%, Chronic BCR inh 2%, Tb PFK block 11%, GALK inh 4% and TSG101-PTAP inh -4%.
COc1ccc(Cl)cc1C(=O)CSc1nnnn1C1CCCCC1 was read as B2AR arrestin 0.0%, PKM2 activator 14%, Menin MLL FP TR 11%, FBPA coupling cs 0, S-ASM inh -3%, Giardia kill -3, Integrin act MD 0%, Chronic BCR inh -12%, Tb PFK block 0%, GALK inh 1% and TSG101-PTAP inh 0%.
`CC1(C)Cc2cccc(OCC(=O)NCCc3ccc(S(N)(=O)=O)cc3)c2O1` gave B2AR arrestin 0.1%, S-ASM inh -1%, Giardia kill -16, Integrin act MD 6%, Chronic BCR inh 0%, Tb PFK block -6% and TSG101-PTAP inh -6%.
For COc1cc(=O)n(C)c2c(O)cccc12 the results were B2AR arrestin 0.0%, PKM2 activator -2%, Menin MLL FP TR 5%, FBPA coupling cs -15, S-ASM inh -1%, Giardia kill 12, Integrin act MD 2%, Chronic BCR inh -2%, Tb PFK block 2%, GALK inh 0% and TSG101-PTAP inh -4%.
For CC(C)(C)N(Cc1ccccc1)C(=O)c1ccncc1 the results were B2AR arrestin -0.6%, PKM2 activator 1%, Menin MLL FP TR 1%, FBPA coupling cs 6, S-ASM inh -6%, Giardia kill -3, Integrin act MD -1%, Chronic BCR inh -2%, Tb PFK block 0% and TSG101-PTAP inh -8%.
COc1ccc(NC(=O)c2ccc3c(c2)C(=O)N(Cc2cccnc2)C3=O)c(OC)c1 was read as B2AR arrestin 7.8%, PKM2 activator -3%, Menin MLL FP TR 2%, FBPA coupling cs -7, S-ASM inh 0%, Giardia kill -15, Integrin act MD 24%, Chronic BCR inh 4%, Tb PFK block -3%, GALK inh 0% and TSG101-PTAP inh -1%.
COc1ccc(C(=O)C2CCCN(C(=O)c3n[nH]c4c3CCCC4)C2)cc1OC (stereo not given) was read as B2AR arrestin 0.3%, PKM2 activator -3%, Menin MLL FP TR -7%, FBPA coupling cs 0, S-ASM inh 1%, Giardia kill -8, Integrin act MD -30%[inhibitor], Chronic BCR inh 5%, Tb PFK block 2%, GALK inh 3% and TSG101-PTAP inh -1%.
`COc1cccc(C=NCCCN=Cc2cccc(OC)c2O)c1O` gave B2AR arrestin 0.2%, Menin MLL FP TR 1%, FBPA coupling cs -9, S-ASM inh -1%, Giardia kill -8, Integrin act MD -31%, Chronic BCR inh -1%, Tb PFK block -3%, GALK inh 9% and TSG101-PTAP inh -4%.
Cc1ccc(-c2nc(NCc3ccco3)n(S(C)(=O)=O)n2)cc1 was read as B2AR arrestin 2.7%, PKM2 activator 26%, Menin MLL FP TR 6%, FBPA coupling cs -2, S-ASM inh -1%, Giardia kill 11, Integrin act MD -16%, Chronic BCR inh 1%, Tb PFK block -2%, GALK inh -1% and TSG101-PTAP inh -2%.

Bioassay records (PubChem BioAssay)

Some of the compounds tested (hit frequency here may not be typical).
